# Source: PubChem
# RAM inhibit: blocks the yeast RAM network. S. cerevisiae dse1pr::URA3 reporter, 5-FOA growth OD615, 2 d; analog-sensitive cbk1-as2 kinase mutant strain. inhibition, % at 50 µM. 190,000 tested, 1.8% active. AID 868;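 active = inhibition above a set limit, 3 SD over mean compound inhibition, cut at about 8.4% in these data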;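 also: 0% = DMSO-only wells with no growth and 100% = 10 µM 1-NA-PP1 full growth; inhibition rescues growth on 5-FOA so higher OD means more RAM inhibition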
# Redox H2O2 prof: compounds producing H2O2 with reducing agent – biochemical, NIH compound library profiling, artefact control for MLSCN library redox annotation, primary screen; 200,000 tested, 0.03% active; DTT-dependent redox cycling H2O2, phenol red/HRP absorbance; 100% = 100 µM peroxide control, 0% = buffer; AID 878; activation, % at 10 µM;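 active = activation of at least 50% relative to the plate's high and low controls in the primary single-dose screen; inactive = activation below 50%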;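 also: compound incubated with DTT at 0.8 mM final as the reducing agent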
# TLR4 MyD88 comp: TLR4-MyD88 interaction inhibition in cells; HeLa CL3-4 TLR4/MyD88 BLA complementation, FRET ratio; O00206+Q99836; inhibition, % at 8.4 µM; 200,000 tested, 0.18% active; in the data active = inhibition above about 25%;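 also: 0% = vehicle and 100% = reference inhibitor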
# Target sequence (O00206 whole entry, looked up): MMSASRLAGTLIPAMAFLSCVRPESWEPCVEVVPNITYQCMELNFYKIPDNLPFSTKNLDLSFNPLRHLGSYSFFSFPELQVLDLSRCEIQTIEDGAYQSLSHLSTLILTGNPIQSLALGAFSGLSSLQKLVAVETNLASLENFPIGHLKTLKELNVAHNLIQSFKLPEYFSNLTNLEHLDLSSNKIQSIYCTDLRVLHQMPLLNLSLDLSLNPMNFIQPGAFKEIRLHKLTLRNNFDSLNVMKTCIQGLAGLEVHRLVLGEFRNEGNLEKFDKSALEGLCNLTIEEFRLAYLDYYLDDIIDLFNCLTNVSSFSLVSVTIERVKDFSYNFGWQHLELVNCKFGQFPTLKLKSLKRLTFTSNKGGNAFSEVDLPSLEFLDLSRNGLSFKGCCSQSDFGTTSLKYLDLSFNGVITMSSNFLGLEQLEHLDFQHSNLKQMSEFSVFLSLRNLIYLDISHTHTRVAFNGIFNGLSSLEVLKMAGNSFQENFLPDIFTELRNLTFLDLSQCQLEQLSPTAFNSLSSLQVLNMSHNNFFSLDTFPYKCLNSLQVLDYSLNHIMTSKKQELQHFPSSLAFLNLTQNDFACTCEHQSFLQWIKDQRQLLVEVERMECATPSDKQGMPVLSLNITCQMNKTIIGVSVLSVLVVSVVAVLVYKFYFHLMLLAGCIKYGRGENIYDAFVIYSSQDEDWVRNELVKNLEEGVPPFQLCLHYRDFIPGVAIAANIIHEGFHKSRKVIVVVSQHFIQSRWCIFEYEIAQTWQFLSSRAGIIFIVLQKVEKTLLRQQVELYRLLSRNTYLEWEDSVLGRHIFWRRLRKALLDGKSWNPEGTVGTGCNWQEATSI
# Target sequence (Q99836 whole entry, looked up): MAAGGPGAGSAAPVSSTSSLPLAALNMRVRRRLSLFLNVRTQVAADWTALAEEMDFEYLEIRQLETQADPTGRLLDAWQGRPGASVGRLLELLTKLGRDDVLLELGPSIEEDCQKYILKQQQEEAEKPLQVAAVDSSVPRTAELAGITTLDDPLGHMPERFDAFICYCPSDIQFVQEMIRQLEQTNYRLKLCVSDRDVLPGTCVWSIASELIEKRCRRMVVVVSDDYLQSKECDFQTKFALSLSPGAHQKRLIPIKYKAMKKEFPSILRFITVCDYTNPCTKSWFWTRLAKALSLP
# Hsp70 act: transcriptional activators of Hsp70. HeLa Hsp70 promoter luciferase reporter, luminescence; scaled: vehicle 0, proteasome-inhibitor control 100%. activation, % at 10 µM. 200,000 tested, 0.04% active. AID 1203;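 active = activation above the mean across all tested compounds plus 3 SD, cutoff set per campaign, cut at about 5.5% in these data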;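 also: 100% = MG132 at 30 µM as the positive control and 0% = DMSO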
# PMI activator: phosphomannose isomerase (human) activation. purified human PMI, coupled resazurin fluorescence, 20 min; hits give high values; 1 = vehicle control, 0 substrate-free wells. activation factor at 20 µM. P34949. 190,000 tested, 0.005% active;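 active = activation factor of 2 or more at 20 µM, relative to plate controls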
# PMI act satM6P: activators of human phosphomannose isomerase at near-saturating mannose 6-phosphate; coupled PMI enzyme assay, resazurin fluorescence, 20 min; hits give high values; 1 = untreated enzyme, 0 = substrate-free blank; AID 1216; activation factor at 20 µM; P34949; 190,000 tested, 0.34% active;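 active = activation factor of 2 or more at 20 µM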
#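 Test system: human phosphomannose isomerase with PGI, G6PDH, diaphorase coupling enzymes; Amount: PMI at 15 ng/mL final; Reagent: Mannose-6-phosphate 1.0 mM (near-saturating) plus 0.22 mM NADP+; Timing: 20 min, room temperature; Technique: resorufin fluorescence at Ex 544/Em 590 nm; Dosing: 20 µM single dose.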
# Diaphorase act: activates diaphorase or chemically reduces, flagging diaphorase assay artifacts | AID 1229 | activation factor at 20 µM | Diaphorase/resazurin coupled assay, resorufin fluorescence, 16 min; hits give high values; 1 = vehicle wells, 0 = NADH-free wells | 190,000 tested, 0.005% active;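 active = diaphorase activity raised at least twofold by the compound at 20 µM; inactive = activation factor below 2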
#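 Material: purified diaphorase enzyme from Clostridium kluyveri / Medium: HEPES pH 7.4 buffer with MgCl2 and Tween 20 / Schedule: enzyme reaction of 16 min at room temperature / Measured by: resorufin fluorescence, excitation 544 nm, emission 590 nm / Evaluation: rise in resorufin formation, marking diaphorase activation or chemical reduction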
# S1P3 antag: antagonists of human S1P3 receptor | Q99500 | inhibition, % at 4.98 µM | AID 485 | 170,000 tested, 0.27% active | CHO S1P3 NFAT-BLA reporter, FRET fluorescence, antagonist mode;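 active = inhibition above the plate cutoff, the mean inhibition of test wells on that plate plus 3 SD, cut at about 28% in these data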;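 also: cells challenged with S1P at its EC80 of 0.8 µM; blue over green emission ratio from cleaved BLA substrate after 4 h stimulation; 0% = S1P-stimulated wells and 100% = unstimulated DMSO-only wells; some compounds past the cut are filed as inactive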
# L major viab: Leishmania major promastigote growth inhibition | Leishmania major promastigotes, resazurin fluorescence viability | inhibition, % at 10 µM | 200,000 tested, 9% active | AID 1063;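 also: promastigotes grown with compound for 44 hours at 28 °C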
# Diaphorase inh: counter-screen for diaphorase-based assays: diaphorase inhibitors and chemical oxidizers; diaphorase resazurin-to-resorufin fluorescence, NADH, 16 min; bacterial (C. kluyveri) enzyme, not human; inhibition, % at 20 µM; 190,000 tested, 0.69% active; AID 1217;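 active = primary screen inhibition at 20 µM above a set limit, cut at about 50% in these data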;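 also: plate controls were DMSO with full reaction for no effect and wells lacking NADH for full effect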
#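 System: Diaphorase enzyme from Clostridium kluyveri | Amount: Enzyme working solution with 0.14 U/mL diaphorase | Benchmarks: No-NADH positive control and DMSO neutral control | Signal: Fluorescence of resorufin formed from resazurin, Ex 544/Em 590 nm | Schedule: 16-min room-temperature incubation before reading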
# G6PDH counter: inhibits Leuconostoc G6PDH, flagging false hits in G6PDH-based assays. Purified L. mesenteroides G6PDH, diaphorase/resazurin coupled fluorescence, 45 min. inhibition, % at 5 µM. 200,000 tested, 0.12% active. AID 1020
# * marks the source's active call; other numbers are inactive results; . = not tested or not shown. Rule as the data show it, unless noted: active = inhibition above about 50%; inactive = the rest.
SMILES,RAM inhibit,Redox H2O2 prof,TLR4 MyD88 comp,Hsp70 act,PMI activator,PMI act satM6P,Diaphorase act,S1P3 antag,L major viab,Diaphorase inh,G6PDH counter
Cc1cccc(NC(=O)COc2ccccc2C)n1,1.0,-0.6,0,0.4,0.8,0.9,0.9,16,-5,12,5
O=C(O)CCN1C(=O)c2ccc(Oc3ccc4c(c3)C(=O)N(CCC(=O)O)C4=O)cc2C1=O,10*,-0.2,-14,-0.4,0.9,1,0.9,.,-4,11,8
CCN1C(=O)/C(=C\c2ccc(F)cc2)N=C1SCC(=O)NCc1ccco1,-0.3,0.2,-8,-0.2,0.9,0.9,0.9,-4,10,15,7
CCCn1c(=O)c(C(=O)Nc2ccccc2C(=O)OC)c(O)c2ccccc21,14*,1.9,10,-0.2,1.1,1.2,0.8,-23,-7,17,2
O=C(CN1C(=O)C2C3C=CC(C3)C2C1=O)NCCc1ccccc1Cl (stereo not drawn),1.1,1.4,1,0.0,1,1,0.9,-13,1,12,0
CCOC(=O)c1cnc(SCc2ccccc2)nc1N,1.3,0.8,0,0.2,0.9,0.9,0.8,14,4,18,-8
CCOCCCNS(=O)(=O)c1ccccc1,-0.4,0.0,10,-0.4,1.1,1,1,.,-1,0,5
COc1ccccc1N1CCN(/N=C/C=C\c2ccco2)CC1,0.3,0.1,3,0.0,0.9,1,0.8,.,-2,15,5
CCOC(=O)Nc1ccc2c(c1)N(C(=O)CCN1CCN(C)CC1)c1ccccc1S2,-0.5,2.6,-9,-0.2,1,1,1,.,6,2,1
OCCN1CCN(c2ncnc3c2c(-c2ccccc2)cn3-c2ccc(F)cc2)CC1,1.8,-0.6,2,-0.3,1,0.9,0.8,2,22,16,14
CC1(C(=O)Nc2cccc(C(F)(F)F)c2)CO1 (stereo not drawn),0.9,-1.7,-6,0.0,1,1,1,-30,2,3,4
CCSc1nnc(CNC(=O)C23CC4CC(CC(C4)C2)C3)n1C1CCCCC1,-0.9,0.2,-1,-0.3,1,1,1,4,6,4,-4
FC(F)(F)c1ccc(N2CCN(c3cc(-c4ccccc4)nc4ncnn34)CC2)nc1,2.7,-0.2,-2,-0.2,1,1,0.7,20,27,28,4
COc1ccc(NS(=O)(=O)c2ccc(NC(=O)c3ccc(N(C)S(C)(=O)=O)cc3)cc2)c(OC)c1,2.8,0.3,8,-0.1,1,1.1,0.9,6,54*,14,2
Cc1cc(C)cc(N2C(=O)CC(n3nc(C)cc3C)C2=O)c1 (stereo not drawn),0.6,0.7,5,-0.1,1,1,0.9,.,-2,7,2
CCSc1sc(CC)cc1C=O,-0.6,-0.8,1,-0.5,1.1,1.1,1,-6,5,5,2
CCOc1ccc(NC(=S)NC23CN4CN(CN(C4)C2)C3)cc1,0.4,0.1,7,-0.3,1,0.9,1,-13,0,0,10
CCOC(=O)c1oc2ccccc2c1CN1CCN(c2ccccc2)CC1,0.0,-0.9,4,-0.1,0.9,1.1,0.9,8,-1,12,6
O=S(=O)(c1cccc(C(F)(F)F)c1)N1CCN(C(=S)NCc2ccco2)CC1,3.0,-0.2,1,-0.2,0.8,0.9,0.9,4,6,14,7
COC(=O)n1c(=O)oc2ccccc21,2.2,0.1,3,0.1,1,0.9,1,3,0,3,8
c1ccc(CCc2nn3c(Cn4nnc5ccccc54)nnc3s2)cc1,1.1,-0.3,0,-0.1,0.7,1,1,-5,-7,4,22
C=C(Br)Cn1c(CC(C)C)nc2ccccc21,4.3,-1.4,-5,-0.3,1,1,0.9,-26,30,9,5
CCCCOC(=O)c1cccc(NC(=O)CCC(=O)O)c1,1.1,0.2,9,-0.1,1.1,1.1,0.9,-12,3,7,7
CS(=O)(=O)N(CC(=O)O)c1cc(Cl)cc(Cl)c1,0.5,0.3,10,0.2,0.9,1,0.9,27,-5,9,-9
O=C(COc1ccccc1[N+](=O)[O-])Nc1cc(C(=O)O)cc(C(=O)O)c1,1.4,2.4,5,0.1,1.3,1.2,0.9,-9,-6,7,-2
CCn1c2ccc(OC)cc2c2nc3ccccc3nc21,4.3,0.9,-4,0.0,0.9,1,0.9,.,9,8,4
CCn1c(/C=C2/C(=O)N(C)c3ccccc32)nc2ccccc2c1=O,2.5,-3.0,2,-0.2,1,1.1,1,.,31,1,6
COc1ccccc1-c1noc(-c2ccccc2C(=O)NCc2ccco2)n1,-0.4,0.0,-4,-0.1,0.9,1,0.9,-10,9,6,2
COc1cccc(C(C(=O)NC2CCCCC2)N(C(=O)c2ccccn2)c2cccnc2)c1 (stereo not drawn),3.8,-0.6,9,-0.2,0.9,0.9,0.8,1,-2,24,17
CCOc1ccc2c(c1)c1nnc(SCC(=O)N3CCCCC3C)nc1n2C (stereo not drawn),0.5,1.6,-1,0.0,1,0.9,0.9,2,36,11,3
COc1ccccc1C(=O)N1CCC(C(=O)c2ccc(F)cc2)CC1,1.2,2.3,15,-0.4,1,1.1,0.9,-20,12,8,-4
Cn1nnnc1SCCNCc1cc(Cl)ccc1OCc1ccccc1,1.3,-0.3,-9,-0.3,0.9,0.9,0.9,0,7,11,21
Cc1cc(C)c2c(N)c(-c3nc4ccccc4[nH]3)sc2n1,0.9,1.8,-3,0.3,1.1,1,0.9,.,6,11,1
CN1/C(=C\C(=O)COC(=O)Cn2nnc(-c3ccccc3)n2)C(C)(C)c2ccccc21,3.3,0.6,11,-0.6,0.9,0.9,0.8,-2,90*,20,-3
CC(C)c1ccc(Nc2nc(CC(=O)O)cs2)cc1,-1.2,2.1,-5,-0.1,0.8,0.8,0.7,2,-3,30,4
O=C(NCC1CCCO1)C12CN(Cc3ccccc3)CC1C(c1cccc([N+](=O)[O-])c1)=NO2 (stereo not drawn),-0.7,-3.1,1,0.0,1,1.1,0.9,.,-4,6,35
NC1=NC(=Nc2ccc(Cl)cc2)c2ccccc21,1.1,0.4,-6,-0.4,1,1,1,-5,0,4,6
N#Cc1nc(-c2ccc(F)cc2)oc1N1CCCC1,3.5,2.1,-10,0.0,1,1,1,.,-4,3,4
CCCC(=O)NC(=S)Nc1cccc(NC(=O)c2ccc(Cl)cc2Cl)c1,2.7,-3.8,-4,-0.5,0.9,1,0.9,.,-4,8,3
O=C(COC(=O)COc1ccccc1Cl)Nc1ccccc1OC(F)F,5.0,-0.1,-22,-0.2,0.9,0.9,0.8,.,-6,18,-5
COC(=O)c1ccccc1NC(=O)Cn1nnc(-c2ccc(OC)cc2)n1,2.2,0.4,5,0.1,1,1,0.9,.,-6,8,4
CC(=O)c1ccc(NC(=O)/C(Cl)=C/c2ccccc2)cc1,6.6,0.3,-6,0.2,0.9,0.7,0.9,10,-6,6,4
O=S(=O)(c1ccc(-c2nc3ccccc3s2)cc1)N1CCCC1,4.2,0.5,-3,-0.2,1,1,1,.,-5,-3,18
CC1=C(C(=O)OCC2CCCO2)C(c2ccc(Cl)c(Cl)c2)NC(=O)N1 (stereo not drawn),2.4,0.1,-5,0.0,1,1.1,1.1,-9,-5,-10,1
CCN(CC)CC(=O)c1c(N)n(Cc2ccccc2)c(=O)n(C)c1=O,1.6,-0.2,-14,-0.3,0.9,0.9,0.9,-6,-1,12,2
c1ccc2c(c1)[nH]c1nc(SCCN3CCOCC3)nnc12,-0.1,4.8,11,-0.4,0.9,1.1,0.9,-18,7,6,-14
O=C(O)/C=C\c1cccc(-n2cnnn2)c1,1.0,-0.2,-24,-0.3,1.1,1,0.9,2,-10,9,3
O=C1C2ON(c3ccccc3)C(c3ccccc3F)C2C(=O)N1c1ccccc1 (stereo not drawn),5.1,-11,3,-0.6,1,0.9,0.9,-17,-7,14,14
COc1ccc(OC)c(NC(=O)CNC(=O)c2cccs2)c1,0.6,-0.1,6,-0.4,1,1.1,0.9,.,-2,6,7
O=C(N/N=C\c1cccs1)c1ccccc1-n1cccc1,1.1,-0.2,-11,-0.2,1,0.9,0.9,-5,2,7,0
CC(=O)Nc1ccc(-c2nc3c(C)cccc3[nH]2)cc1,-0.3,1.7,-5,-0.1,0.8,0.9,0.7,-1,45,28,-5
O=c1cc(N2CCN(c3ccccc3)CC2)[nH]c(=O)n1Cc1ccc(F)cc1,1.7,-0.7,-17,0.3,0.8,0.7,0.8,-3,22,21,16
Cn1c(=O)c(=O)n(C)c2cc([N+](=O)[O-])c([N+](=O)[O-])cc21,-0.1,-2.0,21,0.0,1.3,0.9,0.8,9,80*,19,9

# Structural class: the compounds so far containing a thiophene ring, fused or not (four)
SMILES,RAM inhibit,Redox H2O2 prof,TLR4 MyD88 comp,Hsp70 act,PMI activator,PMI act satM6P,Diaphorase act,S1P3 antag,L major viab,Diaphorase inh,G6PDH counter
CCSc1sc(CC)cc1C=O,-0.6,-0.8,1,-0.5,1.1,1.1,1,-6,5,5,2
Cc1cc(C)c2c(N)c(-c3nc4ccccc4[nH]3)sc2n1,0.9,1.8,-3,0.3,1.1,1,0.9,.,6,11,1
COc1ccc(OC)c(NC(=O)CNC(=O)c2cccs2)c1,0.6,-0.1,6,-0.4,1,1.1,0.9,.,-2,6,7
O=C(N/N=C\c1cccs1)c1ccccc1-n1cccc1,1.1,-0.2,-11,-0.2,1,0.9,0.9,-5,2,7,0

# Results in TLR4 MyD88 comp and RAM inhibit, for 5 of the compounds above:
SMILES,TLR4 MyD88 comp,RAM inhibit
COc1ccc(OC)c(NC(=O)CNC(=O)c2cccs2)c1,6,0.6
O=C(N/N=C\c1cccs1)c1ccccc1-n1cccc1,-11,1.1
CC(=O)Nc1ccc(-c2nc3c(C)cccc3[nH]2)cc1,-5,-0.3
O=c1cc(N2CCN(c3ccccc3)CC2)[nH]c(=O)n1Cc1ccc(F)cc1,-17,1.7
Cn1c(=O)c(=O)n(C)c2cc([N+](=O)[O-])c([N+](=O)[O-])cc21,21,-0.1

# Rows were taken by chance; about 12% have a hit in one of these screens.
